# Bioassay records deposited in PubChem by National Center for Advancing Translational Sciences (NCATS).
# A-T KAP1 phos = candidate therapy for ataxia-telangiectasia; […] A-T fibroblasts, KAP-1 phosphorylation AlphaLISA; neocarzinostatin DNA damage 30 min before lysis; Potency, µM (doses to about 57.5 µM), without a hit: top-dose activation, usual class: activators; hit rate 0.19% among 320,000; AID 485349; also: potency is read from the fitted curve at half-maximal effect; % of control where 0% means no effect; nearly all actives have a fitted effect of over 45% in size
#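 ATM-like activity read as KAP-1 phosphorylation via AlphaLISA donor/acceptor antibody pairs after lysis and 6 hr at 25C. Cells were ATM-null patient fibroblasts ([…], hTERT), dosed 60 min, then exposed to the DSB inducer NCS for 30 min.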
# TCR act = T cell receptor activation; primary human leukocytes, anti-CD3, IL-2 HTRF, 48 h; Potency, µM (titrated, usually from 9.22 µM), without a hit: at the top dose activation of IL-2 secretion, most hits filed as activators; 330,000 tested, under 10 active; AID 504894; also: % of control where 0% means no effect
#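 TCR engagement came from a-CD3 beads alone, with compounds added to primary human leukocytes for 48 hr. Secreted IL-2 bridged europium cryptate- and d2-labelled anti-IL-2 antibodies, giving FRET emission at 665nm after 320nm excitation.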
# Eya2 phos inh = blocks the phosphatase activity of human Eya2; O00167; recombinant Eya2, OMFP fluorescence dephosphorylation (OMFP is methylfluorescein phosphate); Potency, µM (top dose mostly 76.9 µM), without a hit: top-dose activity, negative = inhibition, usual class: inhibitors; hit rate 0.006% among 330,000; AID 488837; also: potency is read from the fitted curve at half-maximal effect; % is scaled to controls: 0 for no effect and ±100 for the full control effect
#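 Eya2 (0.2 uM) preincubated 10 min at ambient with compound, then OMFP substrate added at 50 uM; 10 min reaction in 50 mM HEPES pH 7.5, 50 mM NaCl, 5 uM MgCl2, 0.05% BSA, 1 mM DTT. Fluorescence read at Ex 485/Em 525 nm.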
# USP2a block = inhibitors of human ubiquitin-specific protease USP2a | O75604 | USP2 core, Ub-CHOP2 coupled fluorogenic reporter, 485/531 | Potency, µM (highest dose often 38.3 µM), for inactives: top-dose activity change, negative = inhibition, most hits filed as inhibitors | hit rate 0.01% among 330,000;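 also: potency is read from the fitted curve at half-maximal effect; plate controls were DMSO wells for no effect and full inhibition by NEM control for full effect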
#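 Deubiquitinase activity read as fluorescence (485/531 nm) after Ub-CHOP2 cleavage activates the enterokinase reporter on its substrate; USP2 core 10nM, Ub-CHOP2 and substrate 25nM each, 30min compound preincubation then 60min RT; data normalized to NEM, curves fitted.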
# Mito fusion yeast = blocks mitochondrial division or promotes mitochondrial fusion | AID 485298 | hit rate 0.23% among 320,000 | Potency, µM (doses to about 46.1 µM), inactives show at the top dose growth rescue (activation), hits mostly activators | S. cerevisiae fusion-defective mutant growth rescue, CellTiterGlo 48 h;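 also: potency is read from the fitted curve at half-maximal effect; % of control where 0% means no effect; nearly all actives have a fitted effect of over 45% in size; temperature-sensitive fusion mutants such as fzo1-1 at 37 °C on non-fermentable ethanol glycerol medium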
#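 Compounds are tested for their ability to restore growth of mitochondrial fusion-defective yeast strains at non-permissive 37C in YPEG medium over 48 hours. Viability is quantified by luciferase luminescence.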
# ELG1 repair inh = inhibitors of ELG1-dependent DNA repair in HEK293T cells | HEK293T ELG1-luciferase reporter, luminescence, 16 h; DNA damage induced by 5-fluorouridine | hit rate 2.3% among 330,000 | Potency, µM (highest dose often 46.1 µM), without a hit: at the top dose activity change, negative = inhibition, hits mostly inhibitors; also: potency is read from the fitted curve at half-maximal effect; % is scaled to controls: 0 for no effect and ±100 for the full control effect; nearly all actives have a fitted effect of over 55% in size
#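 5-Fluorouridine DNA damage + compound/DMSO, 2,000 cells/well, 16 h, 37 °C/5% CO2. ONE-Glo, 30 min RT, luminescence. Readout = decrease in reporter signal.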
# KCNH2 3.1 block = inhibitors of human KCNH2 3.1 potassium channel isoform; U2OS KCNH2 3.1, thallium flux FluxOr; hits give low values; activity change, % (tested at about 1.8 µM); hit rate 0.95% among 340,000;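 active = maximum activity change below -70%; inconclusive = maximum activity change from -70% to -50%; inactive = maximum activity change above -50%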;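 also: thallium influx rate constant from kinetic fluorescence after stimulation buffer; % is scaled to controls: 0 for no effect and ±100 for the full control effect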
#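 U2OS cells transduced with KCNH2 3.1 mutant virus (1.77 x 10^8 /mL, 4 h), plated overnight at 37 C, loaded 45 min with FluxOr dye plus Red40 quencher. Thallium flux rate constant from kinetic reads after stimulation buffer, normalised to controls.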
# KCNH2 WT inh = inhibitors of human wildtype KCNH2 potassium channel. Q12809. U2OS, BacMam KCNH2, thallium flux FluxOr; hits give low values. activity change, % at 1.84 µM. hit rate 0.37% among 340,000. AID 720551;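 active = maximum activity change below -70%; inconclusive = maximum activity change between -70% and -50%; inactive = maximum activity change above -50%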; also: % is scaled to controls: 0 for no effect and ±100 for the full control effect
#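 U2OS cells were transduced with wild-type KCNH2 virus (2.03 x 10^8 / mL) for 4 h at room temperature, then cultured overnight at 37 C. Thallium flux was read with FluxOr dye. Rate constants were normalized to DMSO controls.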
# TSHR antag = blocks TSH signaling through the human TSH receptor; TSHR-expressing cells, TSH-stimulated cAMP HTRF, 2 h; hits give low values; activity change, negative = inhibition, % at 11.5 µM; P16473; hit rate 0.2% among 330,000;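 active = activity change below a set negative limit, meaning inhibition stronger than a set level, cut at about -70% in these data; inconclusive = activity change between two set negative limits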; also: % is scaled to controls: 0 for no effect and ±100 for the full control effect
#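 Inhibition of cAMP made by TSHR-expressing cells under TSH stimulation (4nM final, EC80; 2 h, 37 deg C) is quantified with a one-step lysis HTRF kit, anti-cAMP cryptate versus cAMP-d2.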
# TRPV1 agonist = agonists of human vanilloid receptor 1 (TRPV1); activation, % at 8.33 µM; hit rate 0.19% among 320,000; Q8NER1; TRPV1-expressing cells, Fluo-8 calcium influx, agonist mode; in the data active = activation above about 80%; inconclusive = between about 30% and that limit; also: 0% is about no effect
# Target sequence (Q8NER1 whole entry, looked up): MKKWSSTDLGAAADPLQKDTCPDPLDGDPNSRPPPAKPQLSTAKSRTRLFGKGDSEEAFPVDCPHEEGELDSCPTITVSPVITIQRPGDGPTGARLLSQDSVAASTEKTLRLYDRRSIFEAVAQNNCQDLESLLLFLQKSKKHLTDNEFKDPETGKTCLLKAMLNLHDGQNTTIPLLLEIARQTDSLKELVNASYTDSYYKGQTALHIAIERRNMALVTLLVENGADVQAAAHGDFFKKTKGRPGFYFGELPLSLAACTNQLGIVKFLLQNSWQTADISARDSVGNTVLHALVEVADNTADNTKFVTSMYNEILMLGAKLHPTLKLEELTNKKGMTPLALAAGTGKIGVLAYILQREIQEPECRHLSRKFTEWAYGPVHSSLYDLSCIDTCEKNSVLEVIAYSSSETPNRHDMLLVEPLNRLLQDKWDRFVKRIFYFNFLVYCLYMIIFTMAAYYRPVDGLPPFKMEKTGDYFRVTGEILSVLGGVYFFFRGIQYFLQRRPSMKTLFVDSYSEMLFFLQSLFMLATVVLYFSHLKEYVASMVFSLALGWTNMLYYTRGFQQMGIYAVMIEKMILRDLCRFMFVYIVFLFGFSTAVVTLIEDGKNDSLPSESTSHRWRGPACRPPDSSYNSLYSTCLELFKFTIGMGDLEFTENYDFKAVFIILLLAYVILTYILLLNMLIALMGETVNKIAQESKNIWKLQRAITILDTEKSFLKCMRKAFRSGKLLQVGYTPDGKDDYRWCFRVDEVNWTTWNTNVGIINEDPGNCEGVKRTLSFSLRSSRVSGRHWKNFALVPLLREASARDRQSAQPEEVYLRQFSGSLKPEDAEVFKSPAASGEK
#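 Cells expressing TRPV1 were dye-loaded with Fluo-8 and read kinetically: 10 s baseline, 3 min after compound (agonist portion), then 2 min after EC20 capsaicin (allosteric enhancer portion). Calcium-bound dye fluorescence at 480/520 nm.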
# * marks the source's active call; other numbers are inactive results; ? = inconclusive; . = not tested or not shown; [ ] = dose if it differs, or a comment. Unless noted, calls follow the shape of the dose curve; as a rule, active = well fitted curve in the direction sought with a large enough effect; inconclusive = small, poorly fitted or top-dose-only effect, or another doubt; inactive = no such curve, though single readings can be large; an effect the other way counts as inactive or inconclusive. An excerpt, so the mix of outcomes need not match the whole.
SMILES,A-T KAP1 phos,TCR act,Eya2 phos inh,USP2a block,Mito fusion yeast,ELG1 repair inh,KCNH2 3.1 block,KCNH2 WT inh,TSHR antag,TRPV1 agonist
Cc1cc(C)c(S(=O)(=O)NCC(=O)O)cc1C,4%,.,9%,-2%,-1%,1%,4,-4,3,1
Cc1cc(/C=N/NC(=O)c2ccc(O)cc2)c(C)n1C1CC1,0%,1%,13%,2%,3%,0%,5,2,0,1
CCC(=O)Nc1ccc(S(=O)(=O)Nc2cccc(C)c2)cc1OC,5%,-4%,-6%,-2%,1%,0%,20,11,-3,-2
O=C1c2cccnc2C(Nc2ccc(F)c(Cl)c2)N1Cc1cccs1 (stereo not drawn),7%,2%,-1%,1%,25%,-28%,0,0,45,?
Cc1ccc(NS(=O)(=O)N2CCOCC2)cc1Cl,1%,-2%,-6%,0%,-2%,0%,-27,13,-4,2
CCc1ccc(NC(=S)N2CCC(NC(=O)c3ccccc3)CC2)cc1,4%,-2%,4%,-4%,-37%[inhibitor],-2%,-33,-6,-1,5
COCCNC(=O)COc1cccc(Oc2ccccc2)c1,11%,-1%,6%,0%,3%,-3%,-11,0,4,?
O=C1NC2(Nc3ccccc31)C(=O)Nc1ccccc12 (stereo not drawn),17%,-1%,-17%,-3%,5%,?,1,-2,5,4
COc1cc(/C=N/Nc2ccc([N+](=O)[O-])cn2)cc(OC)c1O,-1%,-2%,?,3%,-3%,-1%,11,5,-1,4
CC1=CC(C)(C)Nc2ccc(OC(=O)CN3C(=O)CCC3=O)cc21,0%,-19%,1%,3%,-1%,?,7,0,5,-2

# Among those listed so far, these contain a Cl atom.
SMILES,A-T KAP1 phos,TCR act,Eya2 phos inh,USP2a block,Mito fusion yeast,ELG1 repair inh,KCNH2 3.1 block,KCNH2 WT inh,TSHR antag,TRPV1 agonist
O=C1c2cccnc2C(Nc2ccc(F)c(Cl)c2)N1Cc1cccs1 (stereo not drawn),7%,2%,-1%,1%,25%,-28%,0,0,45,?
Cc1ccc(NS(=O)(=O)N2CCOCC2)cc1Cl,1%,-2%,-6%,0%,-2%,0%,-27,13,-4,2

# The results go on.
SMILES,A-T KAP1 phos,TCR act,Eya2 phos inh,USP2a block,Mito fusion yeast,ELG1 repair inh,KCNH2 3.1 block,KCNH2 WT inh,TSHR antag,TRPV1 agonist
Cc1cc(C(=O)Nc2cc(S(C)(=O)=O)ccc2Cl)c(C)o1,.,-6%,-5%,-1%,.,4%,3,1,-1,.
O=C(OCCCc1cc2ccccc2c(=O)o1)c1ccccc1C(F)(F)F,10%,0%,0%,4%,25%,1%,.,.,13,20
Cc1ccccc1CN(C)C1CCN(C)CC1,1%,.,-9%,0%,-3%,-5%,-7,11,17,-11
CN(Cc1ccccc1)C(=O)C1CCCN(Cc2ccc(Cl)cc2)C1 (stereo not drawn),-2%,7%,0%,-1%,4%,?,?,20,2,1
O=C(COC(=O)c1cccc(C(F)(F)F)c1)NCc1ccccc1,8%,-1%[46.1 µM],-4%,2%,-6%,-2%,0,0,15,?
CCN(CC)S(=O)(=O)c1cc(NC(=O)C2CSC3(C)CCC(=O)N23)ccc1C (stereo not drawn),1%,2%,-6%,-2%,1%,?,-2,-6,3,2
O=C(N/N=C/c1ccc[nH]1)c1sc2ccccc2c1Cl,-5%,-1%,-22%,-13%,6%,?,2,-2,-45,?
N#Cc1cccc(-c2cn(S(=O)(=O)c3ccc(Cl)cc3)nc2N)c1,1%,-4%,-8%,1%,-4%,-13%,1,-1,-7,4
O=C(Nc1ccc(Cl)cc1)c1ccc(OC2CSC2)cc1,2%,-28%,6%,-1%,16%,?,-6,-8,8,3
CCn1c(SCC(=O)N/N=C/C(C)=C\c2ccco2)nnc1-c1ccccc1,-5%,9%[46.1 µM],6%,-2%,-3%,-3%,9,8,-2,-7
Cc1ccc(-n2c(-c3ccco3)nc3nc4ccccc4nc32)cc1F,-5%,3%,-9%,4%,-5%,?,-4,2,-7,18
O=C(C1=C[C@@H](c2csc3ccccc23)C[C@@H](OCc2ccc(CO)cc2)O1)N1CCN(Cc2ccccc2)CC1,-11%,-9%,0%,-3%,-20%,?,-15,-21,-11,?
Cc1ccc(-c2cnn(-c3cccc([N+](=O)[O-])c3)c2N)cc1,14%,8%,-29%,-1%,-2%,?,5,6,-6,.
NC(=S)N/N=C/c1coc2cc(Br)ccc2c1=O,5%,0%,-7%,6%,-3%,8%,-4,3,7,-2
Cc1ccc(C(=O)Nc2nnc(S(=O)(=O)N3CCN(c4ccc(F)cc4)CC3)s2)cc1,0%,-6%,6%,2%,-2%,?,0,-18,19,3
CCCCN(CCCC)CC1OCc2ccccc2CO1,0%,.,1%,-1%,-2%,?,4,-6,6,19
C/C(=N/NS(=O)(=O)c1ccc(C)cc1)c1c[nH]c2ccccc12,3%,13%,-4%,-1%,0%,5%,4,2,-11,-2
O=C(CNC(=O)N1CC(=O)Nc2ccccc21)NCc1ccc(Cl)cc1,-4%,2%,-2%,-1%,-3%,-1%,0,-10,3,0
O=C(Oc1ccc2c(-c3ccccc3)cc(=O)oc2c1)C1CCCCC1,9%,-10%,-5%,0%,3%,-13%,12,1,16,-7
COc1ccc(OCC(O)CN2CC(C)OC(C)C2)cc1 (stereo not drawn),22%,-1%,4%,1%,6%,-2%,6,-13,38,-5
Clc1ccccc1-c1ccc(/C=N/n2cnnc2)o1,5%,-1%,-8%,2%,-13%,-11%,-1,3,-12,8
CCc1cc2c(=O)c(-n3cnc4ccccc43)coc2cc1O,4%,-4%,1%,?,-2%,7%,-23,4,17,0
Cc1cccc(C(=O)NCC(=O)NNC(=O)c2ccccc2O)c1,-7%,-1%,-20%,0%,1%,12%,1,-2,-1,-1
CCCOc1ccc(N2C(=O)CC(SCc3nc4ccccc4[nH]3)C2=O)cc1 (stereo not drawn),5%[11.5 µM],-5%,-6%,-1%,-15%,14%,.,-1,6,?
CCCCn1nnnc1SCC(=O)c1ccccc1F,0%,0%,1%,2%,20%,-20%,1,5,-11,?
CC1CCCCN1Cc1c(O)ccc2c(=O)c(-c3ccccc3)coc12 (stereo not drawn),0%,-27%,-5%,-5%,3%,-8%,-5,-3,1,1
COc1ccc(S(=O)(=O)N2CCC(CN3C(=O)c4cccc5cccc(c45)C3=O)CC2)cc1,-8%,3%,-2%,-4%,8%,10µM*,-18,-6,13,-4
CC(=O)Nc1sc2c(c1C(N)=O)CCC2,0%,-1%[46.1 µM],-1%,2%,3%,-21%,11,-10,6,-2
COc1ccccc1NC(=O)c1c([N+](=O)[O-])c(C(C)(C)C)nn1C,-14%,1%,-7%,0%,0%,-8%,7,9,-14,6
O=c1cc(/N=C/c2coc3c(ccc4ccccc43)c2=O)[nH]c(=S)[nH]1,-6%,2%[46.1 µM],-2%,1%,3%,25%,-4,-18,-21,-4
CC(=O)Nc1ccccc1-c1nnc(SCc2ccccc2Cl)[nH]c1=O,-2%,-44%,20%,1%,-1%,-2%,.,0,17,-8
C=C(C)CC(NCCc1ccccc1)c1ccco1 (stereo not drawn),4%,0%,-3%,2%,-3%,25%,17,2,32,-6
CCN(CC)S(=O)(=O)c1ccc(N2CCOCC2)c(NS(=O)(=O)c2ccc(C(C)C)cc2)c1,6%,0%[46.1 µM],-1%,-7%,-5%,?,7,0,2,23
CC(C)NC(=O)NC(=O)COC(=O)c1ccccc1F,3%,-5%[46.1 µM],1%,1%,-6%,4%,15,-3,5,0
O=P(CCNCc1ccco1)(c1ccccc1)c1ccccc1,-2%,1%,-9%,0%,-1%,2%,-22,-6,7,3
COc1cc(C(=O)N2C(=O)CCC2=O)cc(OC)c1OC,5%,1%,0%,2%,3%,14%,15,5,10,-1
N=c1c2c(n(Cc3ccccc3)c3c1CCC3)CCC2,-5%,0%,7%,0%,-10%,2.9µM*,-4,3,9,-2
CC(C)NC(=S)N/N=C/c1ccc(N2CCOCC2)cc1,-5%,1%[46.1 µM],-2%,3%,2%,?,-2,0,-11,0
CN(C)CCn1c(=O)n(-c2cccc(Cl)c2)c(=O)c2c3c(sc21)CCCCC3,-2%,1%,11%,0%,-4%,-1%,1,23,-12,9
O=C(CCS(=O)(=O)c1cc2c(cc1Cl)NC(=O)CO2)NCc1ccccc1,3%,-4%,-6%,2%,8%,0%,-14,2,-7,3
CC(=O)c1ccc(NC(=O)c2cccc(N3C(=O)c4ccccc4C3=O)c2)cc1,-1%,-5%,5%,0%,-1%,6%,6,-3,-12,-2
Cc1cc(-c2nnc(SCC(=O)NC3CC3)n2C(C)C)cs1,3%,-3%,-6%,0%,2%,-1%,12,2,6,2
COCCCn1c(=O)c2sccc2n(Cc2ccccc2C)c1=O,7%,-2%,?,3%,7%,-5%,7,-6,-16,2
